High-throughput results as filed in PubChem BioAssay.
TAAR1 antag – antagonists of human TAAR1 | Q96RJ0 | CHO RD-HGA16 TAAR1, Fluo-8 calcium fluorescence, antagonist | inhibition, % at 3 µM | actives 1.5% (n = 360,000) | AID 624466;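 active = inhibition above a per-plate cutoff, the mean inhibition of test compounds on that plate plus 3 SD, cut at about 49% in these data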;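 also: 0% = DMSO plus EC80 beta-PEA response and 100% = DMSO alone without agonist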
Target sequence (Q96RJ0 whole entry, looked up): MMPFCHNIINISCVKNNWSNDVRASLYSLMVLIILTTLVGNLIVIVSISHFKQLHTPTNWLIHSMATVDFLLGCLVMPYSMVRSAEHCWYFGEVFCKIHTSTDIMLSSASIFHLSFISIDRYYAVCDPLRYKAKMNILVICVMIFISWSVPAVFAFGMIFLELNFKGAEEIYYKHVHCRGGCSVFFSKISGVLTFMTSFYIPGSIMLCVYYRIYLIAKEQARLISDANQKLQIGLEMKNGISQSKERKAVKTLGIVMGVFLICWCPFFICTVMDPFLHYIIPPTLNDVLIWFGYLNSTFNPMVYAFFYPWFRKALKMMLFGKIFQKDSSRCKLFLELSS
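Test system: CHO RD-HGA16 cells bearing hTAAR1 | Reagent: β-PEA, EC80 | Compound dosing: 3 µM, single point | Schedule: Dye loading 75 min at 37 °C, then 30 min room temperature | Signal: Calcium fluorescence with Fluo-8 | Evaluation: Percent inhibition of PEA-evoked calcium signal, max/basal emission ratio | Control set: DMSO-only wells and EC80 β-PEA-stimulated wells | Repeats: Singlicate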
V1R ag counter – counter-screen for oxytocin receptor agonists: human V1a receptor agonists. actives 0.25% (n = 320,000). P37288. CHO-V1R cells, Fluo-8 calcium fluorescence, agonist mode; 0% DMSO, 100% 3 nM vasopressin. activation, % at 3 µM;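 active = activation above the mean activation of all tested compounds plus 3 SD, per screening run, cut at about 20% in these data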;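 also: signal is peak over basal fluorescence ratio across a 100 second FLIPR read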
CHO-K1 Ca antag – M1 antagonist counterscreen hit in parental CHO-K1 cells; ATP-induced calcium, Fluo-8 fluorescence; actives 0.6% (n = 360,000); inhibition, % at 3 µM;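 active = inhibition above a per-plate cutoff, the plate's mean sample inhibition plus 3 SD, cut at about 24% in these data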;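 also: 0% = DMSO plus EC80 ATP and 100% = DMSO alone without ATP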
CHO-K1 Ca ag – M1 agonist counterscreen hit in parental CHO-K1 cells. Fluo-8 calcium fluorescence; scaled to maximal ATP response, vehicle zero. activation, % at 3 µM. actives 0.48% (n = 360,000). AID 602248; in the data active = activation above about 15%;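 also: untransfected CHO-K1 host cells lacking M1 receptor as counterscreen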
M1 PAM parental – M1 PAM counterscreen hit in parental CHO-K1 cells | ATP EC20, Fluo-8 calcium fluorescence; 0% at ATP EC20, 100% at ATP max | actives 0.02% (n = 360,000) | activation, % at 3 µM | AID 602247;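 active = activation above the run cutoff, the mean activation of all test compounds plus 3 SD, cut at about 40% in these data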;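 also: peak over basal fluorescence ratio in a 140 s read after ATP addition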
GPR7 antag – blocks human GPR7 receptor signaling; P48145; GPR7-expressing cells, fluorescence antagonist assay; inhibition, % at 4.4 µM; actives 1.1% (n = 290,000); in the data active = inhibition above about 16%, passing the limit was not always enough;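 also: cells stimulated with the agonist NPW; 0% = agonist with vehicle and 100% = vehicle without agonist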
Target sequence (P48145 whole entry, looked up): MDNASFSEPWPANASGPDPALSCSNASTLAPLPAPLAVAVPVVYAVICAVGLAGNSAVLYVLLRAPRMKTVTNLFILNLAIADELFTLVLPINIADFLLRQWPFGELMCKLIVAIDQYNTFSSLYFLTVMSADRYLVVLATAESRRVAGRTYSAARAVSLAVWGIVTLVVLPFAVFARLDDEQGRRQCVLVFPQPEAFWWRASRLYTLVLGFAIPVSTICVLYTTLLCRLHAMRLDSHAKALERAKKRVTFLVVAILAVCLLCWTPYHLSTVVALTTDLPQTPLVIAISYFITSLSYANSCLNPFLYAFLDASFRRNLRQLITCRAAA
OXTR ag – activates the human oxytocin receptor; actives 0.32% (n = 320,000); AID 2435; activation, % at 3 µM; CHO-OTR cells, Fluo-8 calcium fluorescence; normalized: DMSO 0%, oxytocin 100%; P30559;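 active = activation above the mean of all tested compounds plus 3 SD, cutoff set per screening run, cut at about 20% in these data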;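 also: peak over basal fluorescence ratio from a 100 s FLIPR kinetic read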
Target sequence (P30559 whole entry, looked up): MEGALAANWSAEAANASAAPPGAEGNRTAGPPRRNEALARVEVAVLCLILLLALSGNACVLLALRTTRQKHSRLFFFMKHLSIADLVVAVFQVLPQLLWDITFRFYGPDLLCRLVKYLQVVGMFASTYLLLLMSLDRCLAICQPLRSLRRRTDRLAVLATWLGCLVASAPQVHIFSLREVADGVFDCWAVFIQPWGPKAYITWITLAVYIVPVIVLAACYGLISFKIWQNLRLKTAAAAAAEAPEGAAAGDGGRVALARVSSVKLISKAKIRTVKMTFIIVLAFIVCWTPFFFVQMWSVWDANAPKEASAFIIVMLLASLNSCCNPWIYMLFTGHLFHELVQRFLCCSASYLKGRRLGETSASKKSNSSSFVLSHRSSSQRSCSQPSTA
CHO parental Ca – signal in parental CHO cells, OX1R antagonist counter-screen; inhibition, % at 5.6 µM; actives 0.63% (n = 330,000); parental CHO-K1, ATP-induced calcium, Fluo-8 fluorescence;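 active = inhibition above that plate's mean sample inhibition plus 3 SD, cut at about 26% in these data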;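 also: 0% = ATP-challenged DMSO wells and 100% = DMSO wells without ATP; some compounds past the cut are filed as inactive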
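Test system: untransfected parental CHO cell line; also added: ATP stimulus; dosing: 5.6 µM, single dose; signal: calcium-sensitive Fluo-8 fluorescence; measure: percent inhibition of ATP-evoked calcium rise, normalized to controls; benchmarks: low control ATP plus DMSO, high control DMSO only; replication: one well per compound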
OXTR potentiator – human OXTR potentiation | activation, % at 3 µM | CHO-OTR cells, Fluo-8 calcium fluorescence, potentiator mode; 0% = oxytocin EC15, 100% = EC100 | P30559 | actives 0.061% (n = 320,000) | AID 2445;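 active = activation above that plate's cutoff, the mean activation of tested compounds plus 3 SD, cut at about 6.6% in these data, passing the limit was not always enough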;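 also: 100% uses oxytocin at 75 nM as the full agonist control; some results filed as inactive read as strong as hits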
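Material: human OTR in CHO cells. Compound: 3.0 µM, one dose. Timing: compound 6 min at room temperature before oxytocin, 100 s read. Evaluation: % activation of max/min ratio relative to oxytocin controls. Replication: single well per compound, singlicate. Signal: Fluo-8 calcium dye fluorescence.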
An asterisk follows results filed as active; / = not tested or not shown. Random draw from the library. Share with any hit: about 3.5%.

SMILES	TAAR1 antag	V1R ag counter	CHO-K1 Ca antag	CHO-K1 Ca ag	M1 PAM parental	GPR7 antag	OXTR ag	CHO parental Ca	OXTR potentiator
O=[N+]([O-])c1ccc2c(c1)C(=Nc1ccccc1)c1ccccc1-2	-20.7	/	-17.4	0.1	18.3	/	/	/	/
CCN1CCN(C(=O)C(N)Cc2ccccc2)CC1 (stereo unspecified)	0.9	0.7	-11.4	1.0	14.6	2.5	0.5	-3.8	-8.2
Cc1ccc2nc(Nc3ccccc3)c(C=O)c(=O)n2c1	-1.8	-0.6	-5.5	2.5	8.6	-14.4	-0.4	-0.2	-13.0
COc1ccc(C2(CNC(=O)c3cc([N+](=O)[O-])cc([N+](=O)[O-])c3)CCCC2)cc1OC	-9.8	-1.6	-4.4	3.1	21.4	-10.8	-2.1	-12.7	-0.2
O=C(NCCOc1nc(N2CCCCC2)nc(N2CCCCC2)n1)Nc1ccccc1	-4.4	4.8	-2.6	0.6	13.9	-19.3	3.9	-8.7	-1.9
CC(=O)Nc1cc(NC(C)=O)cc(C(=O)OCC(=O)c2ccc3c(c2)NC(=O)CO3)c1	0.3	0.8	6.6	-0.5	-29.4	/	-0.7	-0.7	-0.7
Cc1cccc(C(C)C)c1NC(=O)c1ccc(CN(c2ccccc2)S(=O)(=O)c2ccccc2)cc1	-8.4	4.1	25.7*	-0.3	-12.7	-8.9	1.6	1.0	-3.6
Cc1nn2c(-n3ccnc3C)c3c(nc2c1-c1ccccc1)CCC3	6.3	-0.5	-3.5	0.2	20.1	-11.3	-0.3	-16.8	-1.6
COc1cccc(Nc2ccc(C(=O)O)cc2N)c1	4.7	3.1	-15.1	1.8	1.8	-5.9	3.1	-5.9	-3.0
CCN(c1ccccc1)S(=O)(=O)c1cccc(C(=O)NCCN2CCOCC2)c1	-14.7	0.4	-0.8	0.9	21.2	/	0.8	-13.4	-6.3
Cc1ccc(O)c(C(=O)c2cc(C#N)c(=O)n(C(C)c3ccccc3)c2)c1 (stereo unspecified)	3.0	-1.8	-6.4	1.1	-3.0	-8.8	-2.0	-28.0	-12.9
COc1ccc(CCN2CC(C(=O)OCC(=O)Nc3c(C)nn(-c4ccccc4)c3C)CC2=O)cc1OC (stereo unspecified)	0.4	-0.8	7.9	0.1	-20.4	/	-0.5	-17.4	-2.1
CN(C)S(=O)(=O)c1cccc(C(=O)Nc2ccccc2N2CCCCC2)c1	17.3	-0.6	-2.9	2.5	19.8	-8.9	-0.6	-10.6	-0.1
Nn1c(SCc2ccc(Br)cc2)nnc1-c1ccncc1	0.2	0.9	-13.1	0.4	10.2	-11.7	-1.2	-10.1	-1.9
CCCN(CCC)CCNS(=O)(=O)c1ccc2c(c1)CCN2C(=O)C1CCC1	4.0	-0.4	-15.0	0.2	6.5	-1.1	0.5	-4.2	-6.1
c1nc(CCO[C@H]2CCCCO2)cc2cc3c(cc12)OCO3	9.0	1.2	-9.1	2.0	22.0	/	1.3	-10.8	2.0
O=C(Nc1cccc(-c2nc3ncccc3o2)c1)c1ccco1	5.1	0.9	0.1	1.4	7.1	-14.9	0.4	-6.7	-5.8
CCOC(=O)C1=C(CSc2nc3c(cc2C#N)CN(C)CC3)OC(N)=C(C#N)C1c1ccncc1 (stereo unspecified)	-19.9	0.2	10.6	0.1	-7.1	2.3	1.0	0.7	-1.9
Cn1c(=O)[nH]c2c(nc(-c3ccc(Cl)cc3)n2C)c1=O	-10.7	1.8	28.7*	1.8	21.0	-7.4	1.0	-7.2	-3.8
COC(=O)C(NS(=O)(=O)c1ccc(N2CCCC2=O)cc1)c1ccccc1 (stereo unspecified)	-23.9	1.9	-10.2	0.9	-4.4	-21.5	0.6	-14.4	-5.2
CCCCn1nc(C(=O)NCC(=O)Nc2c(C)cccc2C)c2ccccc2c1=O	-3.6	-0.2	-14.9	0.8	9.3	/	-1.4	-22.1	7.3
CC(NC(=O)COC(=O)CSCc1ccccc1)c1ccccc1 (stereo unspecified)	0.4	-1.0	-21.0	0.3	4.6	-1.3	-1.5	-15.0	1.6
Cc1cc(C)c2nc(NC(=O)c3ccco3)sc2c1	-4.5	-0.3	-8.7	0.2	23.6	-14.6	-0.3	-10.5	-6.6
Cc1onc(-c2ccccc2Cl)c1C(=O)Nc1nn[nH]n1	-9.3	0.8	-7.6	0.6	23.4	4.5	0.7	-2.1	-0.3
COc1ccccc1C(=O)NC(=S)Nc1ccc(S(=O)(=O)N2CCN(C)CC2)cc1	4.9	2.1	-9.7	0.0	6.7	-0.3	2.5	-7.2	-0.8
O=C([C@H]1O[C@@H](n2ccc(=O)[nH]c2=O)[C@H](O)[C@@H]1O)N1CCN(c2ccc(Cl)cn2)CC1	-3.6	/	-15.7	1.1	15.1	/	/	/	/
O=C(Cc1cn2ccsc2n1)NCCc1ccc(F)cc1	-13.1	-0.8	-11.1	0.1	-2.6	-5.6	-0.2	-9.0	-8.4
O=C1ON=C(c2ccccc2)/C1=C/c1ccc(OS(=O)(=O)c2ccccc2)cc1	0.3	0.2	-2.8	-0.5	16.4	5.5	-0.9	-3.4	-3.3
CCOc1nc(C)cc(C)c1S(=O)(=O)c1cccc(Cl)c1	-7.7	-0.7	-13.9	-1.1	8.2	-18.7	5.5	9.6	-17.4
CCN(CC)CCCn1c(=S)[nH]c2cc(C(=O)OC)ccc2c1=O	23.1	-0.6	-15.1	0.0	14.1	-0.1	0.9	-9.8	1.0
O=C(O)/C=C/C(=O)Nc1ccc(NC(=O)c2ccccc2)c(Cl)c1	12.3	0.9	14.8	-0.4	-1.5	-9.2	0.7	-12.6	-3.4
CCc1ccc(-c2cn(C3CCCCC3)c(=S)[nH]2)cc1	-21.8	-0.1	-19.6	-0.5	0.2	-3.3	-2.0	-9.6	-2.4
O=C(O)CSc1nnc(-c2ccncc2)n1C1CCCCC1	-8.4	0.0	3.6	0.1	-5.2	-1.8	-0.2	3.3	-5.1
Cc1cccnc1NC(=O)c1cccc(S(=O)(=O)N2CCCC2)c1	-27.5	-0.5	-4.1	1.3	-2.8	/	0.2	-6.2	-3.2
O=C(CSc1nc2ccccc2c(=O)n1-c1ccc(F)cc1F)c1c[nH]c2ccccc12	-2.3	1.6	20.5	0.0	-10.9	1.8	-0.3	-5.6	-2.6
O=C(Nc1nnc(SCc2ccccc2)s1)c1ccco1	-7.3	2.2	-0.1	0.6	11.8	1.6	1.7	-9.5	-4.2
CCn1cc(Cl)c(C(=O)NNC(=O)CCn2ccc([N+](=O)[O-])n2)n1	-14.9	1.2	-9.5	1.5	-4.1	-10.2	0.1	-2.0	-4.1
CC1CCCN(C(=O)c2cc(N3C(=O)C4C5CCC(C5)C4C3=O)ccc2Cl)C1 (stereo unspecified)	/	-0.3	/	/	/	-10.7	-1.0	-19.2	-12.3
COc1ccc(-c2nnc(SCC(N)=O)n2N)cc1	0.9	2.8	-7.6	2.1	18.8	-11.7	1.8	9.2	-11.7
CC(NC(=O)c1c(Cl)cnn1C)C1CCCO1 (stereo unspecified)	-11.6	-0.6	-10.9	0.3	16.9	-6.6	0.2	-1.0	-10.7
Cc1nc(-c2ccc(-c3ccon3)s2)no1	0.7	0.7	5.6	0.7	-18.1	-2.8	-0.5	-6.8	-5.5
CCOc1ccc(NC(=O)COc2ccc(S(=O)(=O)N3CCOCC3)cc2)cc1	-11.6	1.0	-5.8	0.2	-5.2	/	0.5	-6.1	-1.8
O=S(=O)(c1ccc(S(=O)(=O)N(Cc2ccc(F)cc2)C2CCCC2)cc1)N1CCCC1	17.5	/	-12.9	0.0	13.6	2.4	/	/	/
O=C1c2ccccc2CN1CCSC(=S)N1CCOCC1	12.8	0.1	3.6	0.9	8.9	0.5	0.6	9.7	1.5
CC1CCN(CC(=O)Nc2ccccc2C(=O)c2ccccc2)CC1	-5.0	-1.4	-8.0	1.4	23.3	-16.2	-2.4	-13.1	-8.4

Quoted at random: two records from the list
SMILES	TAAR1 antag	V1R ag counter	CHO-K1 Ca antag	CHO-K1 Ca ag	M1 PAM parental	GPR7 antag	OXTR ag	CHO parental Ca	OXTR potentiator
O=C(CSc1nc2ccccc2c(=O)n1-c1ccc(F)cc1F)c1c[nH]c2ccccc12	-2.3	1.6	20.5	0.0	-10.9	1.8	-0.3	-5.6	-2.6
COc1ccc(-c2nnc(SCC(N)=O)n2N)cc1	0.9	2.8	-7.6	2.1	18.8	-11.7	1.8	9.2	-11.7

(listing goes on)
SMILES	TAAR1 antag	V1R ag counter	CHO-K1 Ca antag	CHO-K1 Ca ag	M1 PAM parental	GPR7 antag	OXTR ag	CHO parental Ca	OXTR potentiator
O=c1nc(SCc2ccccc2Cl)nc(-c2ccc(Cl)cc2)[nH]1	-7.9	0.9	-7.9	0.4	13.6	-14.5	-0.8	-4.6	-3.0
C=CCC[C@H](Cc1ccc(F)cc1)C(=O)OC[C@@H](Cc1c[nH]c2ccccc12)NC(=O)[C@@H](CC=C)CC(=O)N[C@@H](CO)Cc1ccccc1	11.3	-0.7	-16.9	-0.1	15.6	/	-0.7	-2.6	-7.2
O=C1Nc2ccccc2O/C1=C\c1ccccc1Br	-12.6	-0.5	-11.9	0.6	-17.4	-14.4	-0.8	-16.3	-16.0
Cc1cc(NC(=O)Nc2ccc(Cl)cc2)n(-c2ccccc2)n1	11.9	1.7	-2.1	5.0	-2.2	-13.0	1.5	-18.1	-4.4
COC(=O)C1=C(C(=O)OC)[C@@H]2N(C)c3ccccc3[C@@]23C[C@@H](C(=O)OC)N=C3N1	-0.6	0.3	-15.5	1.5	19.8	/	-1.2	-15.5	-1.4
Cc1cc(NC(=O)c2cc(C3CC3)on2)no1	-20.8	0.7	-7.2	0.3	7.8	-8.0	-0.3	4.6	-4.9
O=c1[nH]c(N2CCOCC2)cc2ccccc12	11.8	10.7	-10.0	0.3	11.2	/	0.4	-10.1	-2.7
CCOc1ccc(-c2ccc(SC)nn2)cc1	-32.8	0.1	-11.8	0.2	5.4	1.9	-1.3	-5.7	2.6
CC(CNC(=O)COC(=O)c1ccco1)c1ccccc1 (stereo unspecified)	-20.7	1.0	-12.7	0.9	9.2	/	-0.2	2.2	-2.8
CCOC(=O)c1cc(C#N)c(Oc2ccc(F)cc2)nc1-c1ccccc1	17.5	0.4	5.4	-0.2	-5.0	7.9	-0.5	-23.1	-18.8
Cc1ccc2c(c1)COc1c3ccc(C(=O)N[C@@H](CO)C(C)C)cc3nn1-2	4.7	0.2	-15.0	0.5	20.3	/	-0.9	-10.8	-1.4
O=C(NCc1ccncc1)[C@@H]1CCCN1C(=O)[C@H]1CCCN1C(=O)c1cccc(Cl)c1	14.0	/	-3.9	0.0	-3.0	/	/	/	/
CC1CC(=O)c2c(cc3c(-c4c(O)cc(O)c5c(O)c6c(cc45)OC(C)CC6=O)c(O)cc(O)c3c2O)O1 (stereo unspecified)	/	0.3	-2.8	0.3	20.2	2.2	-0.1	1.6	-5.7
